All columns: NCI-60 one-dose screen, growth in % after 48 h at 10 µM unless noted; 100 = growth as untreated, 0 = no growth, -100 = all killed.
MOLT-4: MOLT-4 leukemia cells | 6.9% of 80,000 active
A549/ATCC: A549/ATCC NSCLC; 3.7% of 81,000 active; AID 1794740
HOP-62: HOP-62 NSCLC | AID 1794735 | 3.9% of 80,000 active
EKVX: EKVX NSCLC. AID 1794765. 3% of 71,000 active
HOP-92: HOP-92 NSCLC cells; 6.3% of 71,000 active
CCRF-CEM: CCRF-CEM leukemia. AID 1794778. 7% of 77,000 active
SR: SR leukemia cells | 8.7% of 73,000 active
RPMI-8226: RPMI-8226 leukemia cells | 7.5% of 77,000 active | AID 1794781
* hit, by the source's call; . = not tested or not shown; & = joins results of further samples. Rule for the calls: active = growth percent below 10; inactive = the rest.

nr	SMILES	MOLT-4	A549/ATCC	HOP-62	EKVX	HOP-92	CCRF-CEM	SR	RPMI-8226
1	CNc1ccn(C2CCCO2)c(=O)n1 (stereo not given)	121	102	100	100	100	94	118	92
2	CC(=O)Nc1cccc(-c2[nH]c3ccccc3c2/C=N/NC(N)=O)c1	91	95	92	92	84	92	96	87
3	Oc1ccccc1C=Nc1ccc(N2CCN(C(c3ccccc3)c3ccccc3)CC2)cc1	87	83	89	101	94	77	93	93
4	CC/C(Cc1ccc(O)cc1)=N\N=C(N)N	107	93	99	100	75	87	98	91
5	Nc1ccccc1C(=O)NO	110	102	99	109	91	107	104	113
6	CSc1ccc(/C(=N/N=C(N)N)c2ccc(F)cc2)cc1	-2.8*	16	36	37	33	5.7*	-14*	5.7*
7	COc1cc(-c2cccc(C(=O)/C=C/c3c(Cl)nc4sc(C)nn34)n2)cc(OC)c1OC	78	75	90	.	.	70	37	77
8	CCOc1ccc2nc(NC(=O)CSc3nnc(-c4cccnc4Nc4cc(OC)c(OC)c(OC)c4)n3CC)sc2c1	64	86	119	93	.	109	80	86
9	CC1(C)CC(=O)C2=C(C1)OC1=C(C(=O)CC(C)(C)C1)C2c1ccccc1Cl	106	93	89	81	.	93	113	85
10	O=C(N/N=C/c1ccncc1)c1cc(O)c(O)c(O)c1	89	101	101	.	.	111	92	106
11	COc1ccc(/C=C2\C(=O)N=C3N2NC(C)=CN3c2ccccc2)cc1	102	100	113	58	102	101	104	98
12	COc1ccc(-c2nc3ccc(-c4nnc(SCc5ccccc5)o4)cc3[nH]2)cc1OC	79	9.7*	-30*	58	-3.7*	76	56	44
13	NC(N)=N/N=C(/c1ccccc1)c1ccc2nc(-c3ccc(O)cc3)[nH]c2c1	83	99	99	102	111	87	76	81
14	CNCCCNCCCCNCCCN1C(=O)c2ccc3c4c(ccc(c24)C1=O)C(=O)N(CCCNCc1ccccc1OC)C3=O	25	22	.	.	69	46	12	15
15	CCCCCCCCC1OC1CCCCCCCC(=O)O (stereo not given)	104	92	.	.	88	93	101	98
16	COc1cc2c(cc1OC)C(=O)OC2	104	104	113	108	76	124	106	367
17	CC(C)=CCC[C@](C)(O)[C@H]1CC[C@]2(C)[C@@H]1CC[C@@H]1[C@@]3(C)CC[C@H](N)C(C)(C)[C@@H]3CC[C@]12C	4.5*	67	98	73	76	0.2*	-24*	-9.6*
18	COc1ccccc1-c1ccc2cnc3sc(-c4ccccc4)nc3c2n1	62	56	98	62	56	82	64	67
19	Cc1c2c(c(C)c3c1oc1cc(O)ccc13)C(=O)N(CCN1CCOCC1)C2=O	93	89	109	90	98	90	73	81
20	C=CCn1c(SCC(=O)Nc2ccc(C(=O)/C=C/c3ccc(OC)cc3)cc2)nnc1-c1ccc(Cl)cc1	74	88	100	93	112	94	98	58
21	CC1=NC(=S)NC(c2ccccc2)/C1=C1/CC(c2ccc(Cl)cc2)ON1 (stereo not given)	110	107	108	96	114	92	103	98
22	CNC(=O)c1cc(Oc2cccc3nc(NC(=O)Nc4cc(C(F)(F)F)cc(C(F)(F)F)c4)ccc23)ccn1	89	19	6.7*	27	-24*	73	48	41
23	CC(=O)c1cc2c(cc1C)C(C)(C)C(C)(C)C2(C)C	106	81	98	104	103	107	101	101
24	CN1CCN(Cc2ccc(/C=N/Nc3ccnc4cc(Cl)ccc34)cc2)CC1	63	84	81	83	64	57	2.7*	47
25	CC1CCCCC1(C)O (stereo not given)	104	102	112	112	.	.	103	.
26	O=[N+]([O-])c1cccc(C2NC(N3CCCCC3)=C(N3CCCCC3)c3c2sc2c(F)cccc32)c1 (stereo not given)	84	101	84	86	78	100	79	87
27	COc1cc2cc(CNc3ccc(Nc4nccc(-c5ccc6ccccc6c5)n4)cc3)c(=O)[nH]c2cc1OC	52	74	99	96	101	74	61	71
28	Oc1c(CN2CCCCC2)ccc2cccnc12	36&38	36&44	41&52	71	.	17	33&32	59
29	OCn1nnc2ccccc21	110	103	104	109	106	113	104	104
30	COc1cc(-c2nn(-c3ccccc3)cc2-c2ccnc(NCCNS(=O)(=O)c3ccc(Cl)cc3)n2)ccc1Cl	.	13	48	37	49	36	-19*	35
31	N=C(N)SCc1cccc2c(CSC(=N)N)cccc12	119	97	95	107	84	119	93	107
32	O=S(=O)(O)c1cc(O)c2c(O)c(N=Nc3cc(Cl)ccc3O)c(S(=O)(=O)O)cc2c1	101	95	102	.	.	94	94	99
33	O=C(Cn1cc(CN2CCN(c3ccnc4cc(Cl)ccc34)CC2)nn1)Nc1ccc([N+](=O)[O-])cc1	95	100	98	90	82	93	104	84
34	Nc1nccc(-c2c(-c3ccc(F)cc3)ncn2C2CCCCC2)n1	103	46	100	.	43	88	66	77
35	O=C(CSc1ccc(-c2ccccc2)nn1)Nc1nc2ccccc2[nH]1	83	94	99	93	89	101	76	81
36	C=CCNc1ccc2c3c(cccc13)C(=O)N(CC=C)C2=O	94	103	108	99	50	83	75	95
37	COc1cccc(-c2nc3sccn3c2-c2ccnc(NCCN3CC(C)(C)NS3(=O)=O)n2)c1	91	113	123	119	.	82	83	99
38	Clc1ccc2c([C@H]3CC[C@H](c4c[nH]c5cc(Cl)ccc45)c4[nH]c5cc(Cl)ccc5c43)c[nH]c2c1	93	87	94	.	108	81	93	102
39	CCOC(=O)c1ccc2n1CCc1cnc(Nc3ccccc3)nc1-2	88	72	.	77	77	80	61	89
40	COCCOCC(O)c1ccccc1 (stereo not given)	106	105	102	.	81	.	104	101
41	N=c1c2c(=N)n3c(nc2nc2sc4cc(Cl)ccc4n12)sc1cc(Cl)c(Cl)cc13	93	102	110	63	87	.	44	66
42	CN(C)c1ccc(Cc2cc(-c3ccc(Cl)c(Cl)c3)n[nH]c2=O)cc1	91	99	95	70	91	93	91	92
43	COc1ccc(/C=C/c2cc(N3CCOCC3)c3cc(Cl)c(Cl)cc3n2)cc1OC	94	96	106	.	104	105	84	86
44	CC(=O)C1=C(O)C=C2Oc3c(C(=O)/C=C/c4cc(Cl)cc(Cl)c4)c(O)c(C)c(O)c3[C@]2(C)C1=O	-25*	-27*	-43*	-16*	-22*	-22*	-20*	-22*
45	CSc1ncc(C)c(Nc2ccc(Cl)cc2)n1	82	96	111	77	74	97	90	102
46	COc1c(C(=O)/C=C/c2ccc(C)o2)c(O)cc2occc12	64	59	59	69	68	85	43	83
47	Fc1ccc(Nc2nc(NCCNc3ccnc4cc(Cl)ccc34)nc(N3CCOCC3)n2)cc1	25	56	85	.	-5.6*	49	.	34
48	c1ccc2c(C3OCC4(CCCCC4)CO3)cccc2c1	88	85	92	93	71	92	91	98
49	CN1CCN(c2nc(-c3csc(-c4ccccc4)n3)cc3ccccc23)CC1	4.1*	54	70	64	.	14	-21*	14
50	COC(=O)C(CCC#N)(CCC#N)C(C)=O	102	106&110	121&102	101&110	107&99	28&84	94	109&106

Remaining list, next part.
nr	SMILES	MOLT-4	A549/ATCC	HOP-62	EKVX	HOP-92	CCRF-CEM	SR	RPMI-8226
51	Cn1c(=O)c2[nH]c(CO)nc2n(C)c1=O	111&102	99&99	102&93	101&94	102	105&107	107&101	104&99
52	O=C1Nc2c(sc3ccc(Cl)cc23)C(c2cccc(Br)c2)N1 (stereo not given)	94	95	88	93	100	115	79	.
53	Cn1c(N2CCN(Cc3ccccc3)CC2)nc(-c2ccco2)c(C#N)c1=O	111	113	105	109	83	142	117	.
54	CCOC(=O)C1=CSC2=NC3=C(CCCC/C3=C\c3ccc(OC)c(OC)c3)C(c3ccc(OC)c(OC)c3)N12 (stereo not given)	82	92	96	92	90	92	86	82
55	CN1CCN(Cc2ccc(NC(=O)c3[nH]ncc3Nc3cc(OC4CCCC4)ncn3)cc2)CC1	5.6*	8.8*	55	60	15	5.7*	4.4*	17
56	CN(C)CCOc1ccc(I)cc1Cc1ccccc1	86	92	91	74	56	81	74	89
57	O=C(NNC(=S)NC1CC1)c1cc2ccc1CCc1ccc(cc1)CC2	96	100	109	100	94	100	100	102
58	Cc1cc(N(CCCNc2ccnc3cc(Cl)ccc23)Cc2ccc3c(c2)OCO3)nc(N2CCOCC2)n1	-16*	29	10	67	.	-8.4*	-28*	-30*
59	Cc1c(C(=O)NCCC(=O)NO)sc2ncnc(Nc3ccc(Cl)cc3)c12	109	108	106	98	125	105	101	105
60	COc1ccc2oc3c(C)c4c(c(C)c3c2c1)C(=O)N(Cc1ccccc1)C4=O	106	84	89	93	86	.	.	100
61	CCOC(=O)C(=O)c1c[nH]c2ccccc12	97	111	105	103	99	107	93	103
62	COc1cccc(/C=N/Nc2nnc3n2N=C(c2ccc(Cl)cc2)CS3)c1	73	78	90	89	71	.	98	83
63	Nc1[nH]n2cc(-c3ccc(Br)cc3)nc2c1N=Nc1ccc(S(N)(=O)=O)cc1	58	49	63	79	71	55	46	45
64	O=S1(=O)Oc2c(Cl)cc(Cl)cc2S(=O)(=O)Oc2c(Cl)cc(Cl)cc21	102	92	102	.	88	99	107	91
65	c1coc(-c2cnc3ccccc3n2)c1	101	88	106	106	93	101	117	106
66	CC/C=C1/C(=O)C=C[C@@H]1C/C=C\CCCC(=O)OC	3.1*	90	90	101	91	-6.1*	4.2*	-5.5*
67	c1ccc2c(-c3nc4ccccc4[nH]3)cccc2c1	12	39	43	70	53	22	13	33
68	Nc1ccccc1-n1nc2ccc3ccccc3c2n1	.	87	81	61	62	74	.	90
69	NS(=O)(=O)/N=C1\NC(=O)NC1=C(Cl)Cl	101	104	105	99	115	99	102	101
70	Clc1ccc(-c2nnc(SCc3ccccc3)n2-c2ccccc2)cc1	77	91	96	91	85	101	93	95
71	O=[N+]([O-])c1ccc2nc(N/N=C/c3ccc(O)cc3)sc2c1	24	31	69	86	59	.	18	28
72	COc1ccc(/C=C/c2cc(N3CCOCC3)c3cc(F)c(F)cc3n2)cc1OC	9.1*	45	64	.	50	12	16	43
73	CN1C(=O)N(C)C2C1NN=c1s/c(=C\c3ccc(Br)cc3)c(=O)n12 (stereo not given)	40	39	32	50	.	10	13	.
74	O=P1(O)CC2=C(CC=CC2)C1	100	102	102	.	137	94	88	97
75	O=[N+]([O-])c1cc(F)ccc1CCc1ccc(F)cc1[N+](=O)[O-]	101	105	109	85	71	.	96	.
76	Nc1nc(-c2ccccc2)c(N=Nc2ccc(Br)cc2)s1	67	86	94	82	81	58	39	76
77	O=C(Nc1ccncc1)C(=O)c1cn(S(=O)(=O)c2ccc(C(F)(F)F)cc2)c2ccccc12	.	78	89	54	115	.	111	.
78	O=C(O)c1ccccc1Nc1ccccc1[N+](=O)[O-]	103	102	108	98	89	86	94	86

This is a random part of the collection (roughly 12% active in at least one column).
